# GSK3A inh = blocks human GSK-3 alpha kinase; ADP-Glo luminescence, 60 min; inhibition, % at 10 µM; actives 0.1% (n = 320,000);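 in the data active means inhibition above about 50%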;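 further: GST-tagged GSK-3 alpha with peptide substrate and 25 µM ATP; 0% = DMSO neutral wells and 100% = GW8510 positive control wells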
# Target sequence (P49840 whole entry, looked up): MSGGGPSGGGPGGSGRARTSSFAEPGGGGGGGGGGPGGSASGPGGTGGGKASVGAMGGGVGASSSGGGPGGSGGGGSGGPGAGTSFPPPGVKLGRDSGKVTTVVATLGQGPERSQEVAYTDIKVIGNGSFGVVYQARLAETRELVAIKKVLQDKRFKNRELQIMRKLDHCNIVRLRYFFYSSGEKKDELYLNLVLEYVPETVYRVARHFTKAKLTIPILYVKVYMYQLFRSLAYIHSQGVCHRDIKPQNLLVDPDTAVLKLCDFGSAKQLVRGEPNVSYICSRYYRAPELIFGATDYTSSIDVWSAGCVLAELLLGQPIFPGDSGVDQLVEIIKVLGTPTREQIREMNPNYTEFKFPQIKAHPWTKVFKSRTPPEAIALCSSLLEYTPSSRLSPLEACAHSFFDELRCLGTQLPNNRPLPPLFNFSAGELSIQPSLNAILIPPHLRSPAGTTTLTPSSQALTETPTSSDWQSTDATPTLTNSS
# DYRK1A inh = inhibitors of rat Dyrk1A kinase. inhibition, % at 12.5 µM. ADP-Glo luminescence, NFATc1 peptide. actives 0.43% (n = 310,000). Q63470; in the data active means inhibition above about 50%;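 further: plate controls were vehicle with enzyme for no effect and no enzyme for full effect; many of its hits are not listed in these tables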
# HSP90 inh = blocks HSP90-mediated luciferase refolding in reticulocyte lysate; actives 0.91% (n = 290,000); inhibition, % at 5.6 µM; Rabbit reticulocyte lysate, luciferase refolding luminescence, 3 h;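 active means inhibition above the screen-wide mean plus 3 SD, computed separately per campaign, cut at about 16% in these data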;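 further: 0% = DMSO wells and 100% = 60 µM geldanamycin wells; inhibitors lower the luminescence because luciferase stays unfolded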
# aSyn 5UTR inh = MLPCN primary screen, SNCA 5' untranslated region. inhibition, % (tested at 7.5 µM). AID 1813. actives 0.82% (n = 300,000). alpha-synuclein 5'UTR reporter, inhibitor activity; in the data active means inhibition above about 60%; inconclusive means no clear call, values can overlap the other calls;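 further: H4 neuroglioblastoma cells stably carrying SNCA 5'UTR luciferase fusion; 0% = DMSO wells and 100% = positive control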
# GSK3B inh = blocks human GSK3beta kinase activity; P49841; GST-GSK3beta kinase, ADP-Glo luminescence, 60 min; stronger effect = lower value; activity score (negative = inhibition), % at 10 µM; actives 0.038% (n = 300,000);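 active means more than half of replicate wells score below -50%, meaning over 50% inhibition versus plate controls; inconclusive means some replicates but at most half score below -50%; inactive means no replicate scores below -50%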;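 further: 0% = median DMSO wells and -100% = median GW8510 positive control wells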
# Target sequence (P49841 whole entry, looked up): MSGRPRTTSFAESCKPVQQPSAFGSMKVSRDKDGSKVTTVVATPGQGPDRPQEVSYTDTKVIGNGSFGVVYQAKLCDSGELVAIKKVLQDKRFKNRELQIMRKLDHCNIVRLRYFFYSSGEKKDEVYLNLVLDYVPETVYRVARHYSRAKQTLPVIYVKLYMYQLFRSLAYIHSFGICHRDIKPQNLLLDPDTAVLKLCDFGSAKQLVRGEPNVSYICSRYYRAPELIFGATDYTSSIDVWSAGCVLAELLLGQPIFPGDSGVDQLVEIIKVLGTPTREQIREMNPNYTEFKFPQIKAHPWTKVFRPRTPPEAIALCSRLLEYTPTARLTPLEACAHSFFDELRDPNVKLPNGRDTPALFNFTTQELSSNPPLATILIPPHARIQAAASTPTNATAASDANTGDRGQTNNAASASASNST
#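 Assay system: GST-fused GSK3beta enzyme, cell-free / Medium: Tris pH 7.5 buffer with MgCl2, DTT, BSA, heparin / Also added: peptide substrate plus 25 µM ATP (final) / Compound: 10 µM single point / Timing: kinase reaction with compound 60 min at room temperature / Detection: ADP-Glo luminescence / Benchmarks: DMSO neutral wells and GW8510 at 20 µM as positive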
# KLF5 inh = kruppel-like factor 5 inhibition. DLD-1 KLF5 promoter-luciferase reporter, luminescence. inhibition, % at 5 µM. actives 0.23% (n = 290,000). AID 1700;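 active means inhibition above a per-plate limit of that plate's mean compound inhibition plus 3 SD, cut at about 60% in these data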;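 further: 0% = DMSO wells and 100% = LY294002 at 200 µM; higher means less KLF5 promoter-driven luciferase light; inactives centre near -14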
# HSF1 activator = increases HSF-1 driven luciferase reporter signal; NIH3T3-HGL HSF-1 luciferase reporter, MG132, 8 h; 100% = twice DMSO control signal; AID 504408; activation, % at 9 µM; actives 1.7% (n = 300,000);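 active means mean replicate activation of at least 50% with a set share of replicates each reaching 50%; inconclusive means only one of those two conditions met; inactive means mean below 50% and too few replicates reaching it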;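 further: 0% = median of the neutral control wells and 100% = twice that signal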
# Platelet DG rel = platelet dense granule release activity; actives 0.22% (n = 300,000); human platelet-rich plasma, SFLLRN dense granule ATP release, luminescence; inhibition, %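 (compounds screened at 7.5 µM in platelet-rich plasma)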;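 active means mean replicate score, as percent of positive control, at or above 50; inconclusive means mean below 50 but at least one replicate at or above 50; inactive means mean and every replicate below 50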
# HSF1 inh = HSF1 inhibition | NIH3T3-HGL HSE-luciferase, MG132-induced, luminescence 8 h; stronger effect = lower value | activity change, negative = inhibition, % at 7.5 µM (by protocol) | actives 0.77% (n = 300,000) | AID 2098;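 active means more than half of replicate wells show activity change below -50%, luminescence cut by over half; inconclusive means some wells, but at most half, below -50%; inactive means no replicate well below -50%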;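 further: luciferase reports HSF-1 transcriptional activity via heat shock element; 0% = median of DMSO wells and -100% = zero luminescence signal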
# IEC-6 tox = IEC-6 cytotoxicity, counter-screen for KLF5 inhibitors | AID 1825 | actives 0.78% (n = 290,000) | luminescence viability | inhibition, % at 5 µM; in the data active means inhibition above about 22%;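 further: 0% = plate median of test compound wells and 100% = cytotoxic reference compound wells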
# Numbers without * were called inactive; ? = inconclusive; · = no result given. An excerpt; rates above refer to the full screens.
SMILES,GSK3A inh,DYRK1A inh,HSP90 inh,aSyn 5UTR inh,GSK3B inh,KLF5 inh,HSF1 activator,Platelet DG rel,HSF1 inh,IEC-6 tox
COc1cc(NC(=O)c2cccc(COCC(F)(F)C(F)F)c2)cc(OC)c1OC,4.2,-3.0,-0.4,11.2,-4.0,-19.9,-21.1,13.5,-1.4,4.3
O=[N+]([O-])c1ccc(C23CC4CC(CC(O)(C4)C2)C3)cc1,-1.8,·,2.0,-87.3,0.6,-167.6,22.9,-8.8,18.0,-1.3
Cc1ccc(-c2csc(NC(=O)c3ccc(S(=O)(=O)N4CCc5ccccc54)cc3)n2)cc1,-1.3,-0.3,6.0,-7.7,5.1,22.1,-66.4,-21.3,-56.2*,-13.2
CN(CC(=O)N1CCCCC1)S(=O)(=O)c1cccc2cccnc12,-5.5,-6.1,-1.6,-7.7,0.9,-4.6,4.0,-9.9,-2.2,-6.6
COc1cccc(CNc2nc3nc(C)c(Cl)c(=O)n3[nH]2)c1,-2.1,-5.8,1.0,4.2,2.1,-7.4,28.2,9.2,-7.6,-8.4
O=C1CSC(=S)N1N=C1CCCCCC1,-1.3,0.4,-0.2,·,·,-0.4,·,·,·,1.5
CC(Cc1ccccc1)NC(=S)CN1CCCC1=S (stereo unspecified),-1.7,·,0.4,-23.0,2.7,-7.6,-2.6,-4.7,3.8,2.4
NC(=O)COc1ccc(/C=N\NC(=O)CC(=O)NCCc2ccccc2)cc1,-2.9,1.3,-3.2,-14.8,2.8,-17.7,16.8,0.8,-0.4,-5.3
Cc1ccccc1C(=O)NC(NCc1ccco1)C(Cl)(Cl)Cl (stereo unspecified),-0.1,-6.2,-1.8,42.6,3.3,-30.2,-2.5,4.7,-10.4,-0.9
COc1ccc(C(=O)NCCc2c[nH]c3ccc(OC)cc23)cc1,-1.1,0.0,-2.3,-17.5,1.9,-19.8,-2.1,4.2,-4.2,-5.6
COC(=O)c1ccc(Nc2nc3ccc(C)cc3n3cnnc23)cc1,0.7,-1.5,38.1*,-97.7,-0.9,-85.3,-11.5,-7.8,-12.2,-7.6
CN(C)S(=O)(=O)c1ccc(NC(=O)COc2ncnc3sccc23)cc1,-2.2,·,1.9,1.2,0.0,-34.6,-3.8,-3.0,0.5,-5.4
Cc1cc2c(cc1S(=O)(=O)N1CCN(c3ccccc3F)CC1)OCC(=O)N2,0.2,-2.3,0.0,7.6,-1.9,-1.7,3.2,-1.2,3.3,6.6
Cc1cc(S(=O)(=O)NCCc2ccccc2)c(C)s1,0.0,2.1,-2.9,-3.7,0.7,-11.7,22.0,12.6,-2.9,-5.5
COc1ccc(C(=O)OC2CCN(C)CC2)cc1,0.2,-3.3,5.3,-11.6,-2.9,-36.0,5.8,10.1,6.1,3.0
CCCCOc1ccccc1Cn1c(=O)oc2ccc(C)cc21,-0.3,-2.9,0.0,15.6,-1.0,-24.8,14.8,-0.6,4.0,-3.5
CCC(C)c1ccc(NC(=O)c2[nH]c(C)c(C(C)=O)c2C)cc1 (stereo unspecified),-1.2,-6.2,4.4,-148.8,-1.5,-30.8,-2.3,3.7,-11.9,5.5
CCOC(=O)CC1(c2ccccc2)CCOC(C)(C)C1 (stereo unspecified),·,-1.6,2.4,-3.5,-1.9,1.4,16.2,-1.1,-3.4,6.1
CC(C)(C)NC(=O)Cn1c(=O)oc2ccc(Cl)cc21,0.1,1.9,0.2,-3.1,0.9,-20.3,9.1,12.2,-3.9,-6.5
CC(Sc1nnnn1C)C(=O)Nc1ccccc1-c1ccccc1 (stereo unspecified),-0.4,0.3,0.3,-22.8,2.8,-44.3,13.9,3.7,7.8,-5.3

# In a second layout: entries from further up.
SMILES	GSK3A inh	DYRK1A inh	HSP90 inh	aSyn 5UTR inh	GSK3B inh	KLF5 inh	HSF1 activator	Platelet DG rel	HSF1 inh	IEC-6 tox
O=[N+]([O-])c1ccc(C23CC4CC(CC(O)(C4)C2)C3)cc1	-1.8	·	2.0	-87.3	0.6	-167.6	22.9	-8.8	18.0	-1.3
Cc1ccc(-c2csc(NC(=O)c3ccc(S(=O)(=O)N4CCc5ccccc54)cc3)n2)cc1	-1.3	-0.3	6.0	-7.7	5.1	22.1	-66.4	-21.3	-56.2*	-13.2

# Continued:
SMILES,GSK3A inh,DYRK1A inh,HSP90 inh,aSyn 5UTR inh,GSK3B inh,KLF5 inh,HSF1 activator,Platelet DG rel,HSF1 inh,IEC-6 tox
Cc1ccc(CNC(=O)CC2C(=O)Nc3c2c(=O)n(C)c(=O)n3Cc2ccccc2)cc1 (stereo unspecified),-5.1,2.5,-0.2,5.3,-2.4,7.0,-2.7,-10.6,4.0,-0.3
CCCCN1C(=O)NC(c2cccc([N+](=O)[O-])c2)C(C(=O)OCC)=C1C (stereo unspecified),-0.2,10.4,·,9.1,-1.5,·,29.6,-2.0,6.3,·
Cc1ccc(CSc2nnc(-c3ccco3)o2)cc1,4.8,1.9,-5.1,-153.9,-3.0,-102.2,36.7,0.8,21.1,-2.6
CC1Cc2cc(/C(O)=C3/C(=O)C(=O)N(CCCn4ccnc4)C3c3cccnc3)ccc2O1 (stereo unspecified),0.4,1.6,-1.4,-23.4,1.7,-22.6,8.5,1.0,-3.9,-1.3
CCOc1ccccc1COC(=O)c1cccc(-n2cnnn2)c1,2.3,0.3,1.4,-1.4,0.5,-14.4,17.2,-0.9,-3.5,-1.2
CCOC(=O)C1=C(N)OC2=C(C(=O)CC(C)(C)C2)C1c1cccnc1 (stereo unspecified),0.2,1.8,1.1,18.0,-2.0,-8.5,-7.7,1.7,-5.5,3.6
CCOC(=O)NC(=O)CSc1nc2ccccc2[nH]1,-0.4,5.6,-0.8,-9.2,-5.4,-12.6,-10.2,-1.9,-8.3,-5.3
CCCn1nc(NC(=O)COC)c2cc3cc(C)ccc3nc21,-1.2,8.3,-2.3,-96.3,1.3,-61.7,5.9,5.3,6.7,-1.8
CCOc1ccc(CCNC(=O)c2ccc(F)c(S(=O)(=O)N3CCOCC3)c2)cc1OCC,-2.2,-3.1,2.1,3.7,2.3,-5.4,-12.1,32.2,-4.4,3.8
C=CCS/C(N)=N\N=C\c1c(O)ccc2ccccc12,13.9,-1.1,-0.2,-194.6,-2.2,-54.9,22.2,0.3,31.0,6.0
COC(=O)c1sc2nc(SCc3ccccc3C#N)n(N)c(=O)c2c1C,-0.3,2.2,0.6,12.2,-2.7,-12.0,10.9,-10.6,1.9,-11.8
CC[C@@H](C)[C@H](NS(=O)(=O)c1ccc(C)cc1)C(=O)N1CCC(C(=O)NCC(=O)O)CC1,2.7,6.2,0.1,-7.7,1.7,-21.1,9.9,7.2,-4.6,-0.2
Cc1n[nH]c(C)c1C(=O)CC1(O)C(=O)N(CCc2ccccc2)c2ccc(Cl)cc21 (stereo unspecified),-2.6,-1.4,1.6,4.7,-2.7,-8.3,-1.3,9.8,-0.2,-3.1
COc1cc(OC)cc(C(=O)NCCC(=O)NCCc2ccc(OC)c(OC)c2)c1,-5.2,0.7,-1.5,17.5,6.2,-23.2,-6.6,-0.6,0.5,2.9
O=C(c1cc(COc2ccc(F)cc2Cl)on1)N1CCCCCCC1,-1.4,·,-8.3,-22.4,0.3,-22.1,12.2,-9.0,8.0,-5.3
COc1ccccc1NC(=O)N1CCC(NC(=O)C2CCCCC2)CC1,0.2,-7.1,2.6,6.3,-1.5,-3.1,-3.0,2.5,-9.0,6.2
COc1ccc(C(=O)N/N=C/c2ccccc2C(=O)O)cc1OC,0.9,-2.1,0.3,7.5,3.4,-9.9,-6.8,-8.2,-6.8,4.3
Cc1cccn2cc(-c3cccc(NC(=O)c4cccs4)c3)nc12,-1.3,1.3,-2.6,-73.2,2.7,-76.5,19.8,11.0,7.2,6.0
O=C(Nc1cccnc1Cl)c1ccc(S(=O)(=O)N2CCCCCC2)cc1,-0.8,3.4,-0.5,16.4,-2.4,-18.1,3.6,-16.8,0.4,-1.8
CC1Cc2ccccc2N1C(=O)Cc1cccs1 (stereo unspecified),-1.5,·,-0.6,?,-2.2,-12.6,5.7,2.0,-4.3,0.2
CN(C)c1ccc(-c2cccc(C3CC=CC4C3C(=O)N(Cc3ccccc3)C4c3ccc4ccccc4c3)c2)cc1 (stereo unspecified),0.5,5.2,·,-10.3,-1.7,·,-11.3,-4.8,-8.6,·
CC1(C)OC(=O)C(=NNc2ccc(C(=O)O)cc2)C(=O)O1,-2.1,-4.6,6.6,2.3,2.5,-8.9,1.1,-2.9,0.6,2.0
COc1ccc(N2CCN(c3ccc(N)cc3C#N)CC2)cc1,-2.1,0.8,6.7,-29.4,13.8,16.3,-18.9,-10.0,-7.6,-4.0
CC1CCC(C(C)C)C(OC(=O)C2=C3c4ccccc4S(=O)(=O)N3CC2)C1 (stereo unspecified),-0.5,-6.7,-1.7,7.8,1.9,-3.9,-15.5,-0.3,-2.8,-2.5
O=C(c1cccc(C(F)(F)F)c1)C1CCCN(C(=O)CCc2cnccn2)C1 (stereo unspecified),0.5,2.7,0.1,1.3,-1.7,-3.8,0.6,6.1,-6.1,1.7
Cc1cc2cc(CNC(=S)Nc3ccc(OC(F)(F)F)cc3)ccc2[nH]1,0.8,-3.4,1.1,-3.3,1.0,-9.4,-9.3,-28.6,-7.0,-5.8
COc1cccc(CNC(=O)CCCn2c(=S)[nH]c3cc4c(cc3c2=O)OCO4)c1,0.7,-2.6,3.9,-0.6,1.9,13.3,-11.5,-4.1,1.4,4.1
CCc1noc(C)c1C(=O)N1CCCC(N2CCN(c3cccc(Cl)c3)CC2)C1 (stereo unspecified),-2.0,-1.9,-2.9,5.0,1.7,0.9,18.4,-0.8,3.1,-6.2
COc1ccc(-n2c(=O)c3ccccc3n(CC(=O)NC3CCCC3)c2=O)c(OC)c1,-0.9,1.2,3.7,20.6,-1.8,-1.1,8.6,11.9,-0.4,1.3
O=C1N(c2cccc3ccccc23)C(c2ccccc2)N2CCCN12 (stereo unspecified),-1.3,-1.1,0.2,4.6,0.0,14.4,-1.1,-6.1,-10.4,0.6
c1ccc(CCn2nnnc2C(c2cccs2)N2CCOCC2)cc1 (stereo unspecified),1.2,-0.3,·,5.0,-3.3,·,32.0,-2.8,12.3,·
Cc1ccc(NC(=O)C2CCCN(C(=O)NCc3ccccc3)C2)c(C)c1 (stereo unspecified),-0.8,10.3,-2.5,3.2,-3.7,-14.2,3.5,-1.3,-1.8,1.2
Cc1nnc(N2C(=O)C(=O)/C(=C(/O)c3ccc4c(c3)CC(C)O4)C2c2ccccc2F)s1 (stereo unspecified),-2.4,·,-0.8,-43.9,-0.9,-22.6,-2.8,3.2,-1.2,-6.8
COc1ccccc1C1CCN(C(=O)c2ccccc2)CC1,-2.2,-4.6,1.3,-1.8,-2.5,-16.4,0.3,-1.1,1.7,7.1
N/C(CN1CCCC1=O)=N\OC(=O)c1ccccc1Cl,-0.4,1.3,0.1,-53.4,0.9,-58.8,2.2,4.6,5.9,1.4
O=C1CCC(=O)N(c2ccccc2)N1,-4.4,-1.6,-0.8,2.3,-3.6,-13.6,-0.1,7.1,-2.8,-3.7

# Screening results from PubChem BioAssay.
